M1AAP inhibition = malaria alanyl aminopeptidase activity blockers – biochemical, fluorogenic H-Leu-NHMec substrate, 1536-well (AID 1445); recombinant M1AAP, H-Leu-NHMec fluorogenic kinetic assay; higher % means a stronger effect; one-dose inhibition, % at 30 µM; IC50 in µM for titrated hits; 220,000 compounds, 0.42% hits;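 active = primary inhibition above the hit cutoff, then over 50% inhibition at one or more dose response concentrations, cut at about 23% in these data, passing the limit was not always enough; inconclusive = conflicting primary data, or primary hits not chosen for dose response; inactive = low primary inhibition, or under 50% at every dose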;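 note: plate controls were DMSO full reaction for no effect and no enzyme background for full effect; strong numbers were not always called active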
TNAP activation fold = human TNAP enzyme activators, primary screen, biochemical, luminescent, no phosphate acceptor, uHTS (AID 1001); purified TNAP, luminescent activation assay, no phosphate acceptor; higher activation fold means a stronger effect; activation fold at 20 µM; hits with a dose series show EC50 in µM; 200,000 compounds, 0.03% hits; in the data active = activation fold from about 3, or a potency from the dose series; inactive = the rest, 99 in 100 with activation fold below about 1.6; note: many of its hits are not listed in these tables
Myeloid diff 2 = promotes myeloid progenitor differentiation | calls only at 10 µM | ER-HoxA9 myeloid progenitors, lysozyme-GFP differentiation, flow cytometry | AID 624256 | 360,000 compounds, 1% hits;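 active = normalized GFP-positive differentiation at or above the plate's own cutoff, the solvent-only control mean plus 3 SD; inconclusive = no clear call, values can overlap the other calls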;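 note: cells exposed to compound for four days before flow analysis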
Lipid droplet = modulators of hepatic lipid droplet formation | AID 1656 | 240,000 compounds, 0.4% hits | AML12 mouse hepatocytes, oleate lipid droplets, BODIPY imaging | inhibition, % at 6.5 µM;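 active = lipid droplet intensity inhibited by at least 50%, with more than 500 cells counted; inconclusive = wells with under 300 cells, treated as cytotoxic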
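Assay system: AML12 hepatocytes (mouse) / Also added: 100 µM oleic acid challenge / Times: overnight treatment with compound plus oleate / Detection: high-content imaging of BODIPY-stained droplets and DAPI nuclei / Evaluation: % inhibition of lipid droplet signal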
WT yeast gro inh = growth inhibition of WT yeast, mitochondrial fusion screen; inhibition, % at 10 µM; 190,000 compounds, 2.1% hits; AID 1362; mitochondrial fusion phenotypic screen, WT strain; in the data active = inhibition above about 58%; tested in S. cerevisiae
PMI inhibitors = MPI enzyme activity inhibition – biochemical, fluorescence intensity, coupled assay, primary screen (AID 1209). purified PMI enzyme, coupled fluorescence intensity; higher % means a stronger effect. inhibition, % at 20 µM; hits with a dose series show IC50 in µM. 190,000 compounds, 0.42% hits;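 note: plate controls were DMSO vehicle for no effect and wells lacking substrate for full effect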
CSM14.1 death rescue = rescue of cells from ER stress-induced death, primary screen, 384-well, CSM14.1, thapsigargin, ATP luminescence (AID 1222) | CSM14.1 thapsigargin-induced death rescue, ATP luminescence; higher % means a stronger effect | cellular ATP content (survival), % at 20 µM; hits with a dose series show EC50 in µM | 190,000 tested, under 10 active;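 active = EC50 below 50 µM in the dose-response confirmation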;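 note: death triggered by thapsigargin at about 15 µM added after 2 h compound pretreatment; cell ATP read after overnight thapsigargin exposure of roughly 18 to 22 hours; normalized against plate controls of thapsigargin alone and 5% DMSO vehicle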
UTI89 phage lysis = inhibition of K1F phage lysis, E. coli UTI89, bacterial capsule biogenesis inhibitors, alamar blue (AID 488966); E. coli UTI89 K1F phage lysis, alamar blue, 2 h; higher % means a stronger effect; inhibition, % at 100 µM; hits with a dose series show IC50 in µM; 340,000 compounds, 0.02% hits;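 active = phage lysis inhibition, versus mean bacterial control, above a set limit; inconclusive = no clear call, values can overlap the other calls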;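 note: capsule biogenesis inhibitors block K1F phage lysis so surviving cells raise fluorescence; higher fluorescence means more inhibition of phage lysis; actives were called in the ten point dose series up to 300 µM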
human PMI inhibitors = MPI inhibition at elevated mannose 6-phosphate – biochemical, fluorescence intensity, high mannose 6-phosphate, primary screen (AID 1220) | recombinant PMI enzyme, coupled fluorescence intensity; higher % means a stronger effect | inhibition, % at 20 µM; hits with a dose series show IC50 in µM | 190,000 compounds, 0.66% hits
WT yeast gro inh mutant strain = also measured in WT yeast gro inh; calls as there; inhibition, %; mitochondrial fusion phenotypic screen, mutant strain inhibition
Lipid droplet cells 6.5 µM = also measured in Lipid droplet; calls as there; cell count; measured here: cell count, cytotoxicity flag;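 cells counted across two imaged fields per well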
Myeloid diff 2 GFP+ MAC1+ % = further read-out of Myeloid diff 2, marked with its call; GFP+ MAC1+ double positive, %; measured here: differentiation confirmed by MAC1 staining
Active calls of the source: *; i = inactive; ? = inconclusive; · = no result given; + = active, no number; [ ] = dose if it differs, or a comment. Cut-off read from the data, not from the text of the source, unless noted: active = inhibition above about 50%; inactive = the rest.

SMILES	M1AAP inhibition	TNAP activation fold	Myeloid diff 2	Myeloid diff 2 GFP+ MAC1+ %	Lipid droplet	Lipid droplet cells 6.5 µM	WT yeast gro inh	WT yeast gro inh mutant strain	PMI inhibitors	CSM14.1 death rescue	UTI89 phage lysis	human PMI inhibitors
CC(=O)Nc1cc(NC(=O)C2C3C=CC(C3)C2C(=O)O)ccc1Cl (stereo unspecified)	3.6%	1.1	i	2.0	3.6	686	4.9	1.6	-5.7%	7.6%	-0.2%	4.9%
COc1cc2cc(CN(CCCN3CCOCC3)Cc3nnnn3Cc3ccccc3)c(=O)[nH]c2cc1OC	30.5%	1.1	i	0.5	0.5	696	-18.8	-11.5	10.1%	-0.4%	-0.1%	7.9%
N/C(=N\OC(=O)c1cccs1)c1cccc([N+](=O)[O-])c1	0.5%	1.1	i	0.0	-12.5	671	28.0	8.1	-18.4%	·	-0.3%	-10.1%
Cc1onc(-c2ccccc2Cl)c1C(=O)Nc1cccc2nsnc12	3.9%	1.1	i	0.2	2.2	764	-35.8	-14.1	3.5%	0.7%	0.5%	2.8%
COc1ccc(N2CCn3c2nc2c3c(=O)n(CCCc3ccccc3)c(=O)n2C)c(OC)c1	13.6%	1.1	i	1.2	·	·	21.1	19.7	18.3%	-2.4%	0.8%	27.4%
COCCNC(=O)c1onc(CSc2ccccc2)c1C(=O)O	-1.0%	1.1	i	1.7	·	·	-1.2	-5.9	4.6%	1.7%	2.3%	3.2%
CC(C)(C)c1nn(-c2ccccc2)c2[nH]c(=O)c(CNCc3ccco3)cc12	-6.8%	1	i	0.3	·	·	-9.1	-11.9	0.7%	-3.6%	2.1%	5.5%
Cc1ccccc1N(CC(=O)Nc1ccc(F)cc1)S(C)(=O)=O	6.1%	1.1	i	1.6	·	·	-7.2	-4.6	1.9%	-0.6%	-0.1%	-2.5%
CCOc1cccc(OCCOCCNC(C)(C)C)c1	2.3%	1	i	0.3	-3.0	640	8.3	0.1	-6.7%	8.2%	-0.3%[50 µM]	-9.2%
COc1ccc(C(=O)NNC(=O)CSc2nc3c([nH]2)c(=O)n(C)c(=O)n3C)cc1	8.9%	2	i	0.8	37.2	661	-16.0	12.3	0.5%	-2.3%	-0.5%	-4.8%
CCOC(=O)NCC(C#CCN(CC)CC)N(CC)CC (stereo unspecified)	-0.7%	1	i	0.9	12.6	657	-12.5	0.7	12.1%	-1.0%	0.1%	3.1%
Cc1ncoc1C(=O)N1CCCC(C(=O)c2ccc(C(F)(F)F)cc2)C1 (stereo unspecified)	-3.6%	1	i	0.1	-8.1	616	3.0	0.9	-4.7%	3.1%	-1.6%	-7.6%
Cn1c(=O)c(C(=O)CN2CCc3ccccc32)c(N)n(Cc2ccccc2)c1=O	3.4%	1.1	i	0.6	-3.8	634	-5.5	9.4	-14.0%	0.7%	2.3%[50 µM]	-23.0%
COc1cccc(CN2CCN(Cc3cccn3-c3cccnc3)CC2CCO)c1 (stereo unspecified)	-2.6%	1	i	0.7	-10.6	679	3.5	-5.8	·	-1.0%	0.0%	·
CCCCOC(=O)C1=C(C)NC(=O)NC1c1ccc([N+](=O)[O-])s1 (stereo unspecified)	3.2%	1	+	2.7*	-0.5	668	1.9	-6.1	-19.5%	-0.2%	-1.8%	-22.4%
Cc1c(N2C(=O)/C(=C\c3ccc(N(C)C)cc3)N(C)C2=S)c(=O)n(-c2ccccc2)n1C	17.8%	0.5	i	0.9	18.3	541	11.1	19.5	13.9%	-0.2%	-3.5%	12.8%
COc1ccc([N+](=O)[O-])cc1N(CC(=O)NCCSc1ccc(C)cc1)S(C)(=O)=O	2.1%	1.1	·	·	-3.3	741	-0.8	1.9	6.0%	-1.6%	1.0%	-2.5%
COc1cc(C2C(C#N)=C(C)NC(C)=C2C#N)cc(OC)c1OC	5.0%	1	i	0.6	10.1	807	0.3	-17.2	-0.4%	-0.1%	0.1%	2.0%
COC(=O)CCCC(=O)NC(C)c1cnn(-c2ccccc2C)c1C (stereo unspecified)	12.5%	1	i	0.9	13.2	721	0.2	12.5	5.9%	-0.9%	0.3%	3.5%
COC(=O)CSc1nc2c(c(C3CC=CCC3)c1C#N)CCC2 (stereo unspecified)	0.3%	1.1	i	0.9	2.7	732	-14.0	4.3	2.7%	16.3%	-0.3%	12.3%
O=c1[nH]oc(O)c1-c1ncc(C(F)(F)F)cc1Cl	8.9%	1.1	i	0.6	9.7	658	4.1	16.9	-4.0%	1.0%	0.4%	-5.4%
COc1ccc(OC)c(NS(=O)(=O)c2ccc(NC(C)=O)cc2)c1	12.7%	1.2	i	0.8	7.4	786	-4.5	-3.8	-7.3%	-0.9%	0.0%	-9.0%
CCC(=O)Nc1cccc(NC(=S)NC(=O)c2ccccc2Cl)c1	2.5%	1.1	i	0.6	·	·	2.8	12.4	12.3%	0.5%	2.2%	11.0%
Cc1cccc(NC(=O)c2cc(Cl)ccc2[N+](=O)[O-])c1	8.9%	1	i	0.4	-1.3	595	-4.6	2.2	7.3%	-2.4%	0.2%	8.3%
C=CCn1c(SCc2ccc3nonc3c2)nnc1-c1cccs1	0.7%	1.1	i	0.7	5.9	720	9.7	-5.0	13.7%	-3.5%	1.1%	12.2%
O=C(COc1ccc(F)cc1)NNC(=O)c1cc2ccccc2oc1=O	7.4%	1.1	?	·	11.1	708	-0.2	-16.3	-6.0%	-0.6%	0.5%	-4.0%
O=C(N/N=C/c1cnc(N2CCCCC2)s1)c1ccc(C(F)(F)F)cc1	-1.3%	1	i	0.6	-7.2	740	5.0	-4.2	10.5%	-2.1%	-0.1%	8.2%
COc1ccc(NS(=O)(=O)c2cc(NC(=O)c3ccc(F)cc3)ccc2OC)cc1	2.7%	1.1	i	0.7	-22.0	472	-11.5	0.6	14.1%	1.4%	3.7%	10.1%
CCn1ncc(C2=NOC(C(=O)NCc3ccc(Cl)cc3)C2)c1C (stereo unspecified)	1.1%	1	?	·	-128.8	335	12.1	18.1	16.6%	0.1%	-2.6%	10.9%
Cc1csc(NC(=O)CSc2nnc(-c3ccoc3C)n2C(C)c2ccccc2)n1 (stereo unspecified)	-4.2%	·	i	0.0	-7.6	669	·	·	·	·	-0.4%	·

In the list so far, 3 have a thiophene ring, fused or not:
SMILES	M1AAP inhibition	TNAP activation fold	Myeloid diff 2	Myeloid diff 2 GFP+ MAC1+ %	Lipid droplet	Lipid droplet cells 6.5 µM	WT yeast gro inh	WT yeast gro inh mutant strain	PMI inhibitors	CSM14.1 death rescue	UTI89 phage lysis	human PMI inhibitors
N/C(=N\OC(=O)c1cccs1)c1cccc([N+](=O)[O-])c1	0.5%	1.1	i	0.0	-12.5	671	28.0	8.1	-18.4%	·	-0.3%	-10.1%
CCCCOC(=O)C1=C(C)NC(=O)NC1c1ccc([N+](=O)[O-])s1 (stereo unspecified)	3.2%	1	+	2.7*	-0.5	668	1.9	-6.1	-19.5%	-0.2%	-1.8%	-22.4%
C=CCn1c(SCc2ccc3nonc3c2)nnc1-c1cccs1	0.7%	1.1	i	0.7	5.9	720	9.7	-5.0	13.7%	-3.5%	1.1%	12.2%

Next part
SMILES	M1AAP inhibition	TNAP activation fold	Myeloid diff 2	Myeloid diff 2 GFP+ MAC1+ %	Lipid droplet	Lipid droplet cells 6.5 µM	WT yeast gro inh	WT yeast gro inh mutant strain	PMI inhibitors	CSM14.1 death rescue	UTI89 phage lysis	human PMI inhibitors
O=C(C1=C[C@H](c2ccc(Br)cc2)C[C@H](OCc2ccc(CO)cc2)O1)N1CCOCC1	0.9%	1	i	1.0	-3.4	678	10.9	-6.1	7.4%	0.1%	1.4%	11.4%
Cc1ccc(C(C[N+](=O)[O-])c2c(C)cc3ccccn23)cc1 (stereo unspecified)	5.6%	1.1	i	0.2	-0.9	580	24.8	20.0	-16.5%	3.9%	4.0%	3.6%
COC(=O)C1=C(C)N=C2SC(C#N)=C(N)N2C1c1cccc(OC)c1 (stereo unspecified)	7.4%	1.1	i	1.0	0.8	744	-8.3	14.5	14.3%	-0.6%	-0.1%	10.0%
Fc1ccc(-c2ccnc3nc(N4CCOCC4)nn23)cc1	6.2%	1.1	i	0.3	·	·	-25.2	-8.5	-1.5%	3.0%	0.6%	4.3%
O=[N+]([O-])c1cc(S(=O)(=O)N2CCCCCC2)ccc1F	-1.7%	0.9	i	0.2	-8.9	588	47.7	40.6	1.3%	-0.1%	-0.4%	-5.3%
COc1cc(C(=O)O/N=C(\N)c2ccccn2)cc(OC)c1OC	13.6%	·	i	0.5	5.8	740	·	·	·	·	-0.8%	·
O=C(c1cnc2n(c1=O)CCS2)N1CCCc2ccccc21	-4.8%	1.1	i	0.6	-3.6	735	10.5	10.5	-6.8%	1.6%	4.4%	3.6%
Cc1nn(Cc2ccccc2Cl)c(C)c1NC(=O)/C=C/c1cnn(C)c1	-2.9%	1.1	i	7.2	·	·	-13.1	5.1	-1.6%	-0.3%	1.3%	3.2%
C=CCN1C(=NC(=O)CCC)SC2CS(=O)(=O)CC21 (stereo unspecified)	0.9%	1.1	i	1.5	·	·	9.3	12.6	-1.8%	-0.2%	-0.2%	-8.2%
Cc1ccc(C)c(S(=O)(=O)NCc2ccc(C(=O)NCc3ccco3)cc2)c1	7.0%	1.1	i	1.0	-3.7	689	16.4	9.3	-5.1%	-1.0%	3.1%	-0.3%
O=C(NC1CCCC1)c1c[nH]c2ccc(F)cc2c1=O	7.2%	1.1	i	0.4	-8.0	785	-4.2	1.0	6.4%	0.4%	0.6%	10.4%
CCOC(=O)c1cnc2cc(C)ccn2c1=O	14.3%	1	i	0.6	2.7	638	-4.2	22.1	-14.6%	-1.4%	2.4%[50 µM]	-0.8%
Cc1cccc(N(C)C(=O)c2coc(=O)c3ccccc23)c1	5.0%	1.1	i	1.5	-2.4	630	-8.6	-15.5	4.3%	-3.6%	0.1%	1.5%
CC(C)OCCCNS(=O)(=O)c1ccc2c(c1)OCCO2	3.5%	1.1	i	0.6	9.2	832	-9.3	-3.8	0.7%	-1.8%	0.0%	-2.0%
Cc1ccc(S(=O)(=O)C2(C(=O)Nc3ccc(C(C)C)cc3)CC2)cc1	2.6%	1.1	i	0.4	4.9	716	29.3	23.3	18.5%	-4.1%	0.0%	11.4%
CC1CC(C)(C)NC(=S)N1CCCC(=O)N1CCN(c2ccc(F)cc2)CC1 (stereo unspecified)	-3.2%	0.8	i	0.9	4.9	605	4.9	6.7	3.9%	0.7%	0.5%	3.1%
Cc1ncn(C23CC4CC(CC(O)(C4)C2)C3)n1	7.9%	1.1	i	1.5	·	·	-11.0	-8.9	3.0%	1.2%	4.6%	0.7%

Compound activity: PubChem BioAssay, several laboratories
